Source: PubChem BioAssay (The Scripps Research Institute Molecular Screening Center)
SRC1 TRFRET art = flags TR-FRET format artefacts in PPARgamma SRC-1 recruitment agonist screen; TR-FRET detection artefact counter-screen, emission ratio; stronger effect = higher value; TR-FRET ratio at 8 µM; actives 0.34% (n = 99,000); AID 1051; in the data active = TR-FRET ratio above about 2300; also: inactives centre near 1800; reference of the scale not given here
SRC3 TRFRET art = flags TR-FRET format artefacts in PPARgamma SRC-3 recruitment agonist screen | TR-FRET artefact counter-screen, PPARgamma/SRC-3 format; stronger effect = higher value | TR-FRET ratio at 8 µM | actives 0.39% (n = 99,000) | AID 1048; in the data active = TR-FRET ratio above about 2000; also: inactives centre near 1600; reference of the scale not given here
The depositor's hits bear a star.

SMILES	SRC1 TRFRET art	SRC3 TRFRET art
COC(=O)C1=CO[C@@H](OC2OC(CO)C(O)C(O)C2O)[C@@H]2C(CO)=CC[C@H]12 (some centres undefined)	1452	1438
COc1cccc(CC(NC(C)=O)C(=O)NC2CCN(c3ncccc3[N+](=O)[O-])CC2)c1 (centres undefined)	1440	1647
CCCSc1cc(=O)n(-c2ccc(F)cc2)nc1C(=O)OCC	1648	1340
C=CCNC(=O)c1ccc(OC2CCN(S(=O)(=O)N(C)C)CC2)cc1	1771	1556
COc1ccc(Nc2nc(OC)nc(N3CCOCC3)n2)cc1	1720	1628
O=C(Cn1cnc([N+](=O)[O-])n1)NCCO	2137	1438
CCOC(=O)CCc1c(C)nc2cc(-c3ccc(Cl)cc3)[nH]n2c1=O	1758	1523
Cc1cc(C)nc(NNC(=O)c2ccccc2O)n1	1791	1518
CC(=O)c1ccc(N2CCN(CC(=O)Nc3ccc(N4CCOCC4)cc3)CC2)cc1	1829	1439
COCCN1Cc2cccc(C(=O)NCc3cccs3)c2C1=O	1850	1634
O=C1C=CC(=O)N1CCCCCCN1C(=O)C=CC1=O	1940	1466
Cc1nc2ccccc2nc(C)c1=NOCc1ccccc1Cl	1739	1542
CC(=O)NC1(c2ccccc2)CCN(c2nc(C)cc(C)n2)CC1	2024	1539
O=S(=O)(c1cccc2nsnc12)N1CCN(c2ccc(F)cc2)CC1	1656	1527
CCN1CCN(c2cc(C)c3cc(NC(=O)Cc4ccc(OC)c(OC)c4)ccc3n2)CC1	1664	1650
Cc1ccc(S(=O)c2ccc(NC(=O)C3CC3)cc2C#N)cc1 (centres undefined)	2081	1588
Cc1ccc(C)c(NC(=O)C(Sc2nc3ccc(C)cc3[nH]2)c2ccccc2)c1 (centres undefined)	1613	1617
NC1=NC(=O)/C(=C\C=C\c2ccccc2)S1	1915	1905
CCOP(=O)(OCC)C(NC(=O)c1cc([N+](=O)[O-])cc([N+](=O)[O-])c1)C(F)(F)F (centres undefined)	1584	1431
COc1ccc(NS(=O)(=O)c2cc(NC(=O)CC3CCCC3)ccc2N2CCOCC2)cc1	2094	1665

Two of these compounds in another layout:
Value order – SRC1 TRFRET art, SRC3 TRFRET art
- COCCN1Cc2cccc(C(=O)NCc3cccs3)c2C1=O
    1850, 1634
- COc1ccc(NS(=O)(=O)c2cc(NC(=O)CC3CCCC3)ccc2N2CCOCC2)cc1
    2094, 1665

7 of these compounds, set out differently:
Each structure is followed by: SRC1 TRFRET art, SRC3 TRFRET art
> C=CCNC(=O)c1ccc(OC2CCN(S(=O)(=O)N(C)C)CC2)cc1
    1771, 1556
> COc1ccc(Nc2nc(OC)nc(N3CCOCC3)n2)cc1
    1720, 1628
> O=C(Cn1cnc([N+](=O)[O-])n1)NCCO
    2137, 1438
> CCOC(=O)CCc1c(C)nc2cc(-c3ccc(Cl)cc3)[nH]n2c1=O
    1758, 1523
> Cc1cc(C)nc(NNC(=O)c2ccccc2O)n1
    1791, 1518
> CC(=O)c1ccc(N2CCN(CC(=O)Nc3ccc(N4CCOCC4)cc3)CC2)cc1
    1829, 1439
> COCCN1Cc2cccc(C(=O)NCc3cccs3)c2C1=O
    1850, 1634

Back to the main list; the two compounds before the break are reprinted first.
SMILES	SRC1 TRFRET art	SRC3 TRFRET art
CCOP(=O)(OCC)C(NC(=O)c1cc([N+](=O)[O-])cc([N+](=O)[O-])c1)C(F)(F)F (centres undefined)	1584	1431
COc1ccc(NS(=O)(=O)c2cc(NC(=O)CC3CCCC3)ccc2N2CCOCC2)cc1	2094	1665
Nc1nc(COc2ccc(F)cc2)nc(N2CCCCC2)n1	1964	1422
CC(=O)Nc1ccc(N2CCOCC2)c([N+](=O)[O-])c1	1936	1395
COc1ccc2cc(CCNC(=O)c3cccs3)c(=O)[nH]c2c1	1960	1772
N/C(=N\OC(=O)CCC1CCCC1)c1cccnc1	1839	1440
COc1ccc(C(=O)NC(=S)NCc2cccnc2)cc1Br	1888	1613
CCOc1ccc(CN2CCN(CC3=Cc4cccc(OC)c4OC3)CC2CCO)cc1 (centres undefined)	1796	1579
CN1CCC(N(C)C(=O)/C=C/c2cn(-c3ccccc3)nc2-c2cccs2)CC1	1609	1479
CCN(CC)c1ccc(/C=C/C(=O)c2cccnc2)cc1	1808	1488
CC(=O)Nc1ccc(S(=O)(=O)Oc2ccc(/C=C3\SC(N)=NC3=O)cc2)cc1	1718	1437
COC(=O)Cn1cnc2c(cnn2-c2ccccc2)c1=O	1745	1409
c1ccc(SSc2ccccc2)cc1	1996	1566
O=C(COC(=O)/C=C/c1cccc(Cl)c1)NCCc1ccccc1	1752	1618
OCCC1CN(Cc2cccn2-c2nccs2)CCN1Cc1ccc(F)c(F)c1 (centres undefined)	1812	1769
Nc1cc2c(cc1O)CCCC2	1905	1623
COc1ccc(C/C(C)=N/NC(=O)c2ccc(C)cc2C)cc1	1654	1528
COc1ccccc1/C=C/C(=O)N1CCCC1	1632	1718
Cc1ccc2nc(NC(=O)[C@H](C)N3C(=O)C4CC=CCC4C3=O)sc2c1 (some centres undefined)	1779	1325
NC(=O)c1cccnc1Nc1cccc(F)c1	1669	1487
O=C(CSc1nc2ccccc2[nH]1)NC1CCCc2ccccc21 (centres undefined)	2052	1800
CCc1ccc(OCC2c3cc(OC)c(OC)cc3CCN2C(=S)NCCOC)cc1 (centres undefined)	1867	1716
S=c1[nH]nc(COc2ccc(Cl)cc2)n1Cc1ccco1	1901	1592
Cc1ccc(NC(=O)C(Nc2ccccc2)c2ccccc2)cc1 (centres undefined)	1963	1687
O=C(NCc1ccco1)C1CCCN1C(=O)Nc1ccc(Cl)cc1 (centres undefined)	1565	1371
CCc1ccc(N(CC(=O)Nc2sc3c(c2C(=O)OC)CCCC3)S(C)(=O)=O)cc1	1620	1715
O=C(Nc1cc(S(=O)(=O)N2CCCC2)ccc1OCC(F)(F)F)c1ccc(F)cc1	1913	1612
COc1ccccc1NC(=O)N1CCN(C)CC1	1652	1562
O=C(CN(C(=O)CCC(=O)Nc1nccs1)C1CCCC1)NCc1ccc2c(c1)OCO2	1653	1448
O=C(CN(C1CCCCC1)S(=O)(=O)c1ccc(Br)cc1)NCc1ccncc1	1724	1512
O=C(CSc1nc2ccccc2s1)N1N=C(c2cccs2)CC1c1ccc(F)cc1 (centres undefined)	1834	1870
CSc1nc(-c2ccco2)nn1C(=O)c1ccco1	1681	1469
COc1ccc(CCNC(=O)C(=O)Nc2ccc3c(c2)OCCO3)cc1OC	1918	1539
CC(=O)c1ccccc1OCC(O)CN1CCN(CCN2C(=O)c3cccc4cccc(c34)C2=O)CC1 (centres undefined)	1963	1571
O=C(CCCCCNC(=O)c1ccccc1)N/N=C/c1ccc(O)cc1O	2012	1327
CC1CCN(c2nnc(N3CCC(C)CC3)c3ccccc23)CC1	1819	1454
NC(=O)CN(c1ccc([N+](=O)[O-])cc1)S(=O)(=O)c1ccccc1	1819	1837
CC(C)N(Cc1nccn1C)C(=O)c1ccc(OC2CCN(C(=O)C3CC3)CC2)cc1	1850	1576
Cc1ccn2c(-c3csc(NCc4ccco4)n3)c(C)nc2c1	1593	1858
O=C(COC(=O)/C=C/c1ccc(Cl)cc1)NCCC1=CCCCC1	1810	1775
CN(CC(=O)Nc1ccccc1Cl)CC(=O)Nc1c(F)cccc1F	1620	1467
O=C(O)c1cc(O)c2c(c1)C(=O)c1cc(O)cc(O)c1C2=O	2035	1682
COc1ccc(NC(=O)CN2CCC(NC(=O)C3CCCCC3)CC2)c([N+](=O)[O-])c1	1628	1454
CN1/C(=C/C(=O)C2CC2)C(C)(C)c2ccccc21	1702	1307
Cc1ccc(O)c(NC(=O)c2noc3c2CCCCC3)c1	1728	1638
Cc1ccc2c(c1)C(SCC(=O)NCCc1ccccc1)CC1(CCCC1)O2 (centres undefined)	1666	1573
NC(=S)NNC(=S)Nc1ccccc1	1603	1623
C=CCN(c1cccc(C(F)(F)F)c1)S(=O)(=O)c1cccc(C(=O)OCC(=O)NCCC)c1	1986	1742
CN=C1c2ccccc2CN1c1cccc(C(=O)OC)c1	1914	1700
CC(C)NC(=O)C1CCN(C2CCN(Cc3nc(C(C)C)cs3)CC2)CC1	1663	1538
COc1ccc(N2CCN(C(=O)c3cccn4c(=O)c5ccccc5nc34)CC2)cc1	1915	1763
Cc1ccc(S(=O)(=O)N(CC(=O)N=Nc2c(O)[nH]c3ccccc23)c2ccc(C)c(C)c2)cc1	1559	1422
Cn1cccc1CC(=O)N/N=C/c1cccc([N+](=O)[O-])c1	1957	1779
O=C(Nc1cccnc1)c1sc(Nc2ccccc2F)nc1-c1ccccc1	3447*	3407*
COC(=O)c1ccc(CSc2ccc3nnc(-c4ccc(OC)cc4)n3n2)o1	1807	1676
Brc1ccc2nc(N3CCCC3)sc2c1	1464	1505
CCN(CC)CCCNC(=O)CSc1nc2c(c(C(F)(F)F)n1)CCc1ccccc1-2	1956	1608
O=C(NNc1c(Cl)cc(Cl)cc1Cl)c1cccc([N+](=O)[O-])c1	1759	1667
O=C(NNC(=S)NC(=O)c1ccccc1[N+](=O)[O-])c1ccc(Cl)cc1Cl	1835	1514
Fc1ccccc1Nc1nc(-c2ccncc2)nc2ccccc12	1878	1699
CC(C)CCN(C(=S)Nc1cccc(F)c1)C1CCN(C(C)C)CC1	1709	1456
CCC1(CC)Cc2ccccc2C(C2=C(O)CC(C)(C)CC2=O)=N1	1679	1765
(continued)
SMILES	SRC1 TRFRET art	SRC3 TRFRET art
COC(=O)CNc1nc(Cl)nc(Nc2ccc(Cl)cc2)n1	1744	1650
CNC(=O)COC(=O)/C=C/c1cccc(F)c1	1695	1539
O=C(c1ccc(S(=O)(=O)N2CCCCC2)cc1)N1CCN(c2ccccc2F)CC1	1580	1436
COC(=O)C1C(=O)c2c([nH]c(C(=O)OC3CCCCCC3)c2C)CC1C (centres undefined)	1951	1907
CCC(C)NC(=O)CN1C(=O)C(CC)Sc2ccccc21 (centres undefined)	1756	1618
CC(=O)C1=C(c2ccccc2)OC(N)=C(C#N)C1c1ccccc1F (centres undefined)	1632	1492
O=C(Cn1ncc2c(=O)oc3ccccc3c21)NCCN1CCN(c2ccccc2F)CC1	1762	1471
O=C(O)C1C2CCC(O2)C1C(=O)NCc1ccccc1Br (centres undefined)	1905	1632
O=[N+]([O-])c1ccc(O)c(/C=N/Nc2ccccc2Cl)c1	1882	1591
COc1cc(/C=C2/NC(=O)N(CC(=O)Nc3cccc(C)c3)C2=O)ccc1OCC(N)=O	1799	1548
O=C(Cc1nc2ccccc2[nH]1)c1ccc(Br)cc1	2049	1622
O=C(CSc1nnc(Cn2c(=O)sc3ccccc32)n1-c1ccccc1)Nc1nccs1	1921	1522
COC(=O)COc1cccc(/C=N/NC(=O)CCSc2ccccc2)c1	1716	1495
C=CCN1C(=O)C(Cc2ccc(OCC)cc2)SC1=Nc1ccc(C(=O)O)cc1 (centres undefined)	1842	1444
CCC(=O)N(Cc1ccco1)c1nc(C(=O)Nc2ccc(Cl)cc2)c(C)s1	2016	1762
CC(C)N1CCN(Cc2cccc(-c3ccco3)c2)CC1CCO (centres undefined)	1880	1655
CCN(C(=O)COC(=O)c1n[nH]c2ccccc12)C1CCS(=O)(=O)C1 (centres undefined)	1805	1522
CN(C)C(CNC(=O)c1ccc(S(=O)(=O)N(C)C)cc1)Cc1ccccc1 (centres undefined)	1676	1652
CCOC(=O)c1nn(-c2ccc(F)cc2)c2c1CC/C2=C/c1ccccc1	1913	1651
CC1(C(=O)NCc2ccc(Cl)c(Cl)c2)Oc2ccccc2NC1=O (centres undefined)	1611	1645

Profiles, quoted from the list:
Results for CN(C)C(CNC(=O)c1ccc(S(=O)(=O)N(C)C)cc1)Cc1ccccc1 (centres undefined) : SRC1 TRFRET art: 1676; SRC3 TRFRET art: 1652
Results for CCOC(=O)c1nn(-c2ccc(F)cc2)c2c1CC/C2=C/c1ccccc1 : SRC1 TRFRET art: 1913; SRC3 TRFRET art: 1651
Results for COc1cc(/C=C2/NC(=O)N(CC(=O)Nc3cccc(C)c3)C2=O)ccc1OCC(N)=O : SRC1 TRFRET art: 1799; SRC3 TRFRET art: 1548

Continuation.
SMILES	SRC1 TRFRET art	SRC3 TRFRET art
CC1CCN(c2nc(NCc3ccco3)nc(N)c2[N+](=O)[O-])CC1	1590	1549
Cc1ccc(C)c(NC(=O)Cc2coc3cc4c(cc23)CCC4)c1	1744	1474
COc1cc(OC)cc(N2CC(C)(C)C2=O)c1	1752	1563
Cc1cccc(-n2c(Cc3ccccc3)nnc2SCc2ccc([N+](=O)[O-])cc2)c1	1501	1572
CC(C)c1nc2sc3c(c2c(=O)n1N)CC(C)(C)OC3	1925	1498
CCc1nnc(NS(=O)(=O)c2ccc(NC(=O)/C=C/c3ccc(OC)cc3OC)cc2)s1	1728	1565
Cc1ccc(/C=C/C(=O)NCCCc2ccccc2)cc1	1611	1505
COc1ccc(C(=O)N[C@H](C(=O)OCc2cc(=O)oc3cc(C)ccc23)C(C)C)cc1	1618	1443
Cc1ccccc1N=Nc1c(C)[nH]n(C(N)=S)c1=O	1726	1484
CC1(C)S[C@@H]2[C@H](NC(=O)[C@H](N)c3ccc(O)cc3)C(=O)N2[C@H]1C(=O)O	2020	1602
Cc1ccc(Cl)cc1NC(=O)Nc1cccs1	1786	1507
Cc1ccc(C)c(NC(=O)c2ccc3c(c2)N(Cc2ccc(F)cc2)C(=O)CS3=O)c1 (centres undefined)	2221	1866
Cc1cccc(-c2ncc(CN3CCN(C4CCCC4)C(CCO)C3)cn2)c1 (centres undefined)	1603	1586
CC(C)c1ccc(Nc2nnc(SCC(=O)Nc3ncc(S(=O)(=O)c4ccc([N+](=O)[O-])cc4)s3)s2)cc1	1559	1275
COCCn1c(CCC(=O)O)ccc1-c1cccs1	1787	1653
Cc1c(Cl)cccc1NC(=S)N(C)CCC#N	1723	1551
CC(=O)Nc1ccc2nc(NC(=O)COc3ccccc3C)sc2c1	1726	1754
Cc1cccc(-n2c(O)c(C=NCc3ccccn3)c3ccccc3c2=O)c1	1965	1798
COc1ccc(C(=O)N2CCC(N3CCN(c4ccccc4)CC3)CC2)cc1OC	1730	1538
Cc1cnc(C(=O)OCC(=O)N2CCc3ccccc3C2)cn1	1931	1553
Cc1ccccc1OCc1nnc(SCC(=O)O)n1Cc1ccccc1	1942	1577

An excerpt, so the mix of outcomes need not match the whole.
